# Source: PubChem
# AMA1-RON2 inh: inhibitors of Plasmodium falciparum AMA1-RON2 interaction; AlphaScreen AMA1-biotinylated RON2 peptide binding; Potency, µM (highest dose often 58.2 µM), without a hit: at the highest dose activity change, negative = inhibition, actives largely listed as inhibitors; 360,000 tested, 0.2% active; AID 720542;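 further: 0% = vehicle wells and -100% = peptide control; nearly all actives have a fitted effect of over 45% in size; some results filed as inactive show a strong effect at the top dose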
#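 AMA1 (3D7) with his tag at 25 nM final met compounds first, then biotinylated RON2 peptide at 25 nM; detection used donor plus acceptor beads, 10 µg/mL apiece, read by AlphaScreen after 30 min at room temperature.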
# Tb PYK inh: T. brucei pyruvate kinase inhibition | TbPYK enzyme, Kinase-Glo Plus ATP luminescence, 45 min | Q57TT1 | Potency, µM (top dose mostly 76.8 µM), without a hit: at the top dose activity, negative = inhibition, actives largely listed as inhibitors | 410,000 tested, 0.12% active; further: nearly all actives have a fitted effect of over 50% in size
#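 Luminescence from Kinase-Glo Plus, added after a 45-minute room-temperature reaction, served as the end-point read-out. The enzyme and substrate were preincubated with compound before ADP (130 uM final) initiated turnover. Concentration-effect curves came from normalized qHTS data.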
# Starred values were filed as active, the others as inactive; ? = inconclusive; [ ] = dose if it differs, or a comment. The call rests on the fitted dose curve; in most records, active means well fitted curve in the direction sought with a large enough effect; inconclusive means small, poorly fitted or top-dose-only effect, or another doubt; inactive means no such curve, though single readings can be large; an effect the other way counts as inactive or inconclusive. Unless noted, on the % scale 0 is the no-effect control and ±100 the full control effect; potency means the concentration at half of the fitted maximal effect. The list is partial; the hit share may differ from the screen's.
SMILES,AMA1-RON2 inh,Tb PYK inh
O=C(C[C@H]1C(=O)N(CCc2ccccc2)C[C@@H]1c1ccccc1)Nc1ccccc1,-1%,-4%
N#Cc1ccccc1S(=O)(=O)NC(=O)[C@H]1O[C@@H](n2cnc3c(N)ncnc32)[C@H](O)[C@@H]1O,1%,0%
CCCc1c(-c2ccc(Cl)cc2)ncn1Cc1ccccc1OC,?,0%
CC(C)N(C(=O)[C@H]1C[C@H](CC(=O)NCc2ccco2)C(=O)N2CCc3c([nH]c4cc(-c5ccco5)ccc34)[C@]12C)C(C)C,?,-7%
CCCCNC(=O)c1nc(C2CCN(S(=O)(=O)c3ccc(F)c(F)c3)CC2)oc1-c1ccccc1,16%,-7%
CCOC(=O)N1CCC2(CC1)NC(=O)c1ccccc1N2,-2%,-1%
CCCCCCCCNCCS(=O)(=O)NCc1ccccc1OC,11%,4%
COC(=O)c1c(-c2ccc(OC)cc2)sc2cc(OC)c(OC)cc12,31%[activator],-3%
CC1(C(=O)Nc2ccc(Cl)cc2)Cc2c(-c3ccc4c(c3)OCO4)ccnc2O1 (stereo not given),-16%,-1%
CC(=O)OCC(=O)C1(O)CCC2C3CC(F)C4=CC(=O)CCC4(C)C3C(=O)CC21C (stereo not given),3%,-3%
COc1ccc(C(=O)N2CCCC(c3cc(C(=O)NCc4ccc(F)cc4)no3)C2)cc1 (stereo not given),0%,4%
CCNC(=O)C1(C)CCN(C(=O)c2cccc(C(F)(F)F)c2)C1 (stereo not given),-1%,-1%
COc1cccc(-c2ccc(NC(=O)C3CCCN(Cc4ccccn4)C3)cc2)c1 (stereo not given),65%[activator],1%
CCCN(C)C1CN(Cc2cn(CCCOC)nn2)S(=O)(=O)C1 (stereo not given),-5%,0%
Cc1ccc(NC(=O)C2CCCC2)cc1Cl,1%,1%
COc1ccc(C(=O)C=Cc2ccc(OCc3ccccc3)c(OC)c2)cc1OC,-6%,-2%
CC1(C(=O)NS(=O)(=O)c2ccccc2Cl)CCN1C(=O)C/C=C/c1ccccc1 (stereo not given),10%,-1%
CCN1C[C@@H]2[C@@H]3C(=O)N(Cc4ccccc4)C(=O)[C@@H]3[C@](Cc3ccccc3)(C(=O)OC)N2C1=NC,1%,-2%
CC1CCCC(NC(=O)CCN2C(=O)COc3ccccc32)C1C (stereo not given),-5%,2%
CCOC(=O)CC1(C)c2nc(NC(C)=O)sc2Cc2sc(NC(C)=O)nc21,29%,-8%
CN(C(=O)c1ccccc1)C(=O)c1ccccc1,11%,-2%
O=C(COC(=O)/C=C/c1ccco1)Nc1cc(S(=O)(=O)N2CCOCC2)ccc1Cl,2%,1%
CCn1ncc(Br)c1C(=O)Nc1sc2c(c1C(=O)OC)CCC2,-2%,-10%
CC(C)C[C@H]1CNC(=O)C(=O)N1C[C@H](Cc1ccc(O)cc1)NC(=O)Cc1ccccc1,2%,4%
CN(C)c1ccsc1C(=O)NNS(=O)(=O)c1ccc(Cl)cc1,0%,4%
C[C@@H]1CCCCO[C@@H](CN(C)C(=O)CCCN(C)C)[C@@H](C)CN([C@H](C)CO)C(=O)c2cc(N(C)C)ccc2O1,-3%,-7%
CC(C)(O)C#Cc1ccc(C(=O)NCc2ccccc2)s1,-14%,3%
O=c1[nH]c(=O)n2ncnc2[nH]1,-9%,-4%
COc1ccc(/C=C(\NC(=O)c2ccc(Cl)cc2)C(=O)NCc2cccnc2)cc1OC,-4%,2%
O=C1c2cc([N+](=O)[O-])ccc2-c2cc(Br)c(N=C(NO)C(F)(F)F)cc21,-2%,2%

# In another format: 4 of the compounds above.
C[C@@H]1CCCCO[C@@H](CN(C)C(=O)CCCN(C)C)[C@@H](C)CN([C@H](C)CO)C(=O)c2cc(N(C)C)ccc2O1
  AMA1-RON2 inh: -3%
  Tb PYK inh: -7%

CC(C)(O)C#Cc1ccc(C(=O)NCc2ccccc2)s1
  AMA1-RON2 inh: -14%
  Tb PYK inh: 3%

O=c1[nH]c(=O)n2ncnc2[nH]1
  AMA1-RON2 inh: -9%
  Tb PYK inh: -4%

COc1ccc(/C=C(\NC(=O)c2ccc(Cl)cc2)C(=O)NCc2cccnc2)cc1OC
  AMA1-RON2 inh: -4%
  Tb PYK inh: 2%

# The list continues.
SMILES,AMA1-RON2 inh,Tb PYK inh
CC(C)C[C@@H]1COc2cccc(N3CCN(C)CC3)c2S(=O)(=O)N1,3%,-4%
COCC(=O)Nc1ccc(S(=O)(=O)Nc2onc(C)c2C)cc1,-7%,-11%
Cn1nc(C(C)(C)C)cc1C(=O)N1CCCCC1c1cc(C(=O)NCc2cccnc2)no1 (stereo not given),7%,-3%
CCSCCCn1[nH]c2ccccc2c1=O,72%[activator],3%
O=C(CSc1cccc(C(F)(F)F)c1)Nc1ccc(N2CCOCC2)cc1,-27%,4%
O=C(NN=Cc1ccc([N+](=O)[O-])cc1)c1ccncc1,51%[activator],36%
C[C@H]1CCC[C@@]2(O[C@H](CCO)C[C@@H](O)[C@@H]2O)O1,7%,-1%
CC(C)CC(c1nc2ccccc2[nH]1)n1c(-c2ccccc2Br)nc2ccccc21 (stereo not given),-5%,1%
CCOC(=O)C1(C)CCCCN1C(=O)c1ccc(F)c(C)c1 (stereo not given),-4%,1%
CC[C@@H]1C=C(C(=O)O)[C@H](c2cccc(C)c2)N1S(=O)(=O)c1ccc(C)cc1,0%,-4%
COc1ccc(C(C(=O)NC2CCCCC2)N(Cc2ccco2)C(=O)CNC(=O)c2ccco2)cc1 (stereo not given),12%,2%
C[C@H](CO)N1C[C@H](C)[C@@H](CN(C)S(C)(=O)=O)OCc2cnnn2CCCC1=O,-5%,-2%
COc1ccc(S(=O)(=O)Nc2cccc3c2O[C@H](CN(C)Cc2ccncc2)[C@@H](C)CN([C@H](C)CO)C3=O)cc1,4%,3%
O=C(C[C@H]1C[C@H](C(=O)N2CCOCC2)[C@@]2(CCC3CCCC3)c3[nH]c4cc(-c5ccco5)ccc4c3CCN2C1=O)NCCc1ccccn1,?,-14%
CC(=O)OC[C@H]1O[C@@H](O[C@H]2C[C@]3(C)C(C[C@@H](O)C4C([C@]5(C)CC[C@@H](C(C)(C)O)O5)CC[C@]43C)[C@@]3(C)CC[C@H](O)C(C)(C)C23)[C@H](O[C@@H]2O[C@@H](C)[C@H](O)[C@@H](O)[C@H]2O)[C@@H](O)[C@@H]1O (stereo not given in full),-5%,-4%

# In another format: entries from further up
O=C(NN=Cc1ccc([N+](=O)[O-])cc1)c1ccncc1
  AMA1-RON2 inh = 51%[activator]
  Tb PYK inh = 36%
CC[C@@H]1C=C(C(=O)O)[C@H](c2cccc(C)c2)N1S(=O)(=O)c1ccc(C)cc1
  AMA1-RON2 inh = 0%
  Tb PYK inh = -4%
CCOC(=O)C1(C)CCCCN1C(=O)c1ccc(F)c(C)c1 (stereo not given)
  AMA1-RON2 inh = -4%
  Tb PYK inh = 1%

# Next section
SMILES,AMA1-RON2 inh,Tb PYK inh
CCOC(=O)C1CCN(C(=O)c2ccc3c(=O)n4nc(Nc5ccccc5OC)sc4nc3c2)CC1,-3%,1%
COc1ccc(-c2nc3c(Cl)cc(C(F)(F)F)cn3c2Cc2ccc(C)cc2)cc1OC,1%,6%
COc1ccc(CC(=O)Nc2cc(C)ccn2)cc1OC,-15%,-2%
COc1ccc(CN2C(=O)C(CC(=O)NCCc3ccccn3)CC(C(=O)N(C(C)C)C(C)C)=C2C)cc1 (stereo not given),48%[activator],-16%
Cc1cccc(C(O)c2ncc(-c3ccc4ccccc4c3)[nH]2)c1C (stereo not given),-8%,-3%
O=C(NCc1ccco1)c1cccc2c1C(=O)c1ccc(/C=C/c3ccccc3)cc1S2(=O)=O,-15%,?
O=C1CCSC2=C1SCc1sccc12,-12%,-11%
COc1ccc(-c2nc3ccc(Cl)cn3c2CC(C)(C)C)cc1OC,-8%,3%
COc1ccc2c(c1)/C(=C\c1cccc(/C=C3/C(=O)Nc4ccc(OC)cc43)n1)C(=O)N2,-9%,0%
COc1cc(/C=C/C(=O)OCC(=O)NC(=O)NCc2ccco2)ccc1OC(F)F,-24%,3%
Brc1ccc(-c2nc3ccc(Br)cn3c2Cc2ccccc2)cc1,-7%,0%
C[C@H](CO)N1C[C@H](C)[C@@H](CN(C)S(=O)(=O)c2ccc(F)cc2)Oc2ccc(NC(=O)C3CC3)cc2C1=O,-4%,-3%
O=C(NCc1ccccc1)c1onc(CSc2ccccc2)c1C(=O)NCc1ccccc1,2%,12%
COC(=O)c1cc(COC(=O)CNC(=O)c2ccc(Br)cc2)oc1C,-4%,2%
CNC(=O)C[C@H]1C(=O)N(CCc2ccccc2)C[C@@H]1C,5%,0%
CC(=O)C[C@@H](O)CC(=O)[C@@H]1OC(=O)CCCCCc2ccccc21,-6%,-3%
COc1ccc(-c2ccc(C(=O)NCCc3ccccc3)c3occc23)c(C)c1,-5%,8%
Cc1cccc(NS(=O)(=O)c2ccc(C)c(C(=O)NCC(c3cccs3)N3CCOCC3)c2)c1 (stereo not given),-5%,-2%
CC(C)c1ccc(C(=O)N2CCCCC2c2cc(C(=O)NCc3cccnc3)no2)cc1 (stereo not given),0%,-12%
Cc1ccccc1C(=O)Oc1cccc(Nc2ncnc3ccccc23)c1,2%,1%
COC(=O)[C@@]1(Cc2ccccc2)[C@H]2C(=O)N(Cc3ccccc3)C(=O)[C@H]2[C@H]2CN=C(SCC3CC3)N21,-15%,2%
Cc1ccccc1P(=O)(c1ccccc1)c1ccccc1C,9%,-6%
COc1ccc(OCCN2CCC(C(=O)NC(c3ccc(Cl)cc3)c3ncccc3C)CC2)cc1 (stereo not given),-29%,-3%
CC(C)CC(N)c1csc(NC(=O)NCCc2ccccc2)n1 (stereo not given),73%[activator],-2%
COc1ccc(NC(=O)c2cc(C3CCCCN3C(=O)c3ccccc3)on2)c(C)c1 (stereo not given),6%,0%
COc1ccc(CCNC(=O)COC(=O)/C=C/c2cc(OC)ccc2OC)cc1,14%,-7%
CN(Cc1ccccc1F)c1cc2c(c3c1ccn3C)C1CCC2C1 (stereo not given),?,-2%
CCC(=O)N1CCCC1(C)C(=O)Nc1ccc2scnc2c1 (stereo not given),0%,0%
Cn1c(NCCOc2ccccc2Cl)nc2cc(-c3ccc(F)cc3)sc2c1=O,-3%,5%
CCCN(CC(=O)Nc1ccccc1C)C(=O)C1CC(=O)N(c2ccccc2OCC)C1 (stereo not given),20%,1%
CC1CN(C(=O)c2ccccc2NS(=O)(=O)c2ccc(Cl)cc2)CC(C)O1 (stereo not given),-5%,8%
